High-throughput results (PubChem)
RNase H inhibition: RNase H inhibition, HIV 1 Gag Pol polyprotein, FRET biochemical assay, screening (AID 372); 0.77% of 100,000 active; HIV-1 RT RNase H, FRET RNA/DNA substrate fluorescence; higher % means a stronger effect; one-dose inhibition, % at 10 µM; IC50 in µM for titrated hits; in the data active means inhibition above about 50%
Numbers without * were called inactive. This is a subset; rates above refer to the full screens.

SMILES	RNase H inhibition
COc1cc(/C=C2/C(=O)NC(=S)N(c3ccccc3)C2=O)ccc1OCc1ccc([N+](=O)[O-])cc1	0%
CC(C)C(=O)NC(c1cccc([N+](=O)[O-])c1)c1c(O)ccc2ccccc12 (stereo not drawn)	15%
CCOC(=O)c1cnn(-c2ccccc2)c1NC(=O)c1ccccc1C	3%
NC(=O)C1CCN(C(=O)c2cccc(Br)c2)CC1	5%
O=C(Nc1c(C(=O)N2CCCC2)cnn1-c1ccccc1)c1ccc(Br)cc1	8%
Cc1cc(C)c(S(=O)(=O)NCC#N)c(C)c1	0%
Cc1cc(C)cc(NC(=O)Cc2ccc(Br)cc2)c1	3%
CC(=O)C1=C(O)C(=O)N(CCN(C)C)C1c1ccccc1 (stereo not drawn)	0%
COc1ccc(CN2CCN(c3cccc(C)c3C)CC2)c(OC)c1C	13%
N#C/C(=C/c1cn(-c2ccccc2)nc1-c1cc2ccccc2oc1=O)C(N)=O	8%
C=CCn1c(SC)nc(O)c(CC)c1=O	0%
Cc1sc(NC(=O)/C=C\C(=O)O)nc1-c1ccccc1	0%
CC1CCN(CCCCOc2ccc(F)cc2)CC1	3%
Cc1ccc(S(=O)(=O)C/N=C(/NC(=S)Nn2cnnc2)c2ccccc2)cc1	0%
CC1=C(C(=O)OC2CCCCCCC2)C(c2ccccc2)NC(=O)N1 (stereo not drawn)	57%*
COc1ccc(S(=O)(=O)N(CC(=O)NCc2ccco2)Cc2ccccc2)cc1OC	0%
CCOC(=O)C1=C(C)NC2=C(C(=O)CC(C)(C)C2)C1c1ccc(N2CCOCC2)cc1 (stereo not drawn)	0%
Cc1nc2c(c3c1[nH]c1ccccc13)/C(=N\NC(=O)c1ccccc1O)CC(C)(C)C2	19%
COc1ccc(NC(=O)Cn2nc(C(F)(F)F)c(Br)c2C)c(OC)c1	0%
Cc1ccc(-n2c(C)cc(/C=C(\C#N)C(=O)Nc3ccc(F)cc3)c2C)cc1C	8%
Oc1c(Cl)cc(Br)cc1/C=N/Nc1nc(N2CCOCC2)nc(N2CCOCC2)n1	6%
COc1cc(C(=O)Nc2cc(-c3nc4cc(C)cc(C)c4o3)ccc2C)cc(OC)c1OC	6%
C=CCNC(=O)CSc1nc2sc3c(c2c(=O)[nH]1)CCCC3	3%
CCc1c(C)sc(NC(=O)C(F)(F)C(F)(F)C(F)(F)F)c1C#N	0%
O=C(/C=C/c1ccccc1Cl)Nc1ccccc1[N+](=O)[O-]	0%
C=CCNC(=O)c1ccc(OC)c(Cl)c1	4%
CCCc1cc(=O)oc2c(C)c(OCC)ccc12	2%
O=C(Nc1c(F)c(F)c(F)c(F)c1F)c1c(F)c(F)c(F)c(F)c1F	4%
Nc1ncnc2c1ncn2[C@@H]1OC(C(=O)O)C(O)C1O (stereo partly drawn)	6%
C=CCN1C(=O)/C(=C/c2ccc(OCCOc3ccc(OC)cc3)c(OCC)c2)SC1=S	7%
O=C1/C(=C\c2ccc(O)c(O)c2)SC(=S)N1c1cccc2ccccc12	72%*
COc1ccc(C)cc1NC(=O)C(=O)NCc1ccc(Cl)cc1	44%
Cc1ccc(/C=C2\SC(=S)N(CCC(=O)Nc3cc(Cl)cc(Cl)c3)C2=O)cc1	14%
COc1ccc(/C=C2\NC(=S)NC2=O)c(OC)c1OC	10%
C=C(C)Cn1c(SCC(N)=O)nc2sc3c(c2c1=O)CCCC3	18%
O=[N+]([O-])c1ccc(Cl)cc1NCCOc1cccc2ccccc12	14%
COc1ccc(S(=O)(=O)Nc2ccc(C(N)=O)cc2)cc1Br	3%
COc1ccc(C2C(C(=O)OC(C)C)=C(C)NC3=C2C(=O)CC(c2ccccc2)C3)c(OC)c1 (stereo not drawn)	9%
CCN(CC)Cc1c(O)ccc2c(-c3ccccc3)cc(=O)oc12	0%
COc1ccc(-n2c(/C=C/N(C)C)c([N+](=O)[O-])c3ccc(OC(C)=O)c(COC(C)=O)c32)cc1	0%
COc1cccc(C=C2C(=O)NC(=S)NC2=O)c1OS(=O)(=O)c1ccccc1	10%
Cc1ccc2nc(-c3ccc(C)c(NC(=S)NC(=O)c4cccc(F)c4)c3)oc2c1	52%*
Cc1onc(-c2c(Cl)cccc2Cl)c1C(=O)N1CCC(Cc2ccccc2)CC1	39%
CC(=O)c1cccc(Nc2nc(-c3c(C)nc4cc(C)ccn34)cs2)c1	20%
COCc1c(-c2ccccc2)c2cc([N+](=O)[O-])ccc2n1C	18%
CN(C(=O)c1ccc([N+](=O)[O-])cc1)c1ccccc1	0%
Cc1cc(Cl)cc(Cl)c1OCC(=O)N1CCN(c2ccc([N+](=O)[O-])cc2)CC1	17%
CCOc1ccccc1N(CC(=O)Nc1cccc(C(F)(F)F)c1)S(=O)(=O)c1ccccc1	0%
O=C(COc1ccc(F)cc1)Nc1ccc2[nH]c(=O)[nH]c2c1	28%
CC(C)CNC(=O)C(=O)NCc1ccccc1	1%
CC(SC12CC3CC(CC(C3)C1)C2)C(=O)O (stereo not drawn)	10%
Cc1ccc([N+](=O)[O-])cc1N=Cc1cccc(Cl)c1	0%
CCOCCOC(=O)C1=C(C)NC2=C(C(=O)CC(c3ccc(OC)cc3)C2)C1c1cc2c(cc1Br)OCO2 (stereo not drawn)	21%
COc1cc(/C=c2\sc3nc4ccccc4n3c2=O)c(Cl)cc1O	17%
O=C(CSc1nc2ccccc2s1)OCC(=O)c1cccc([N+](=O)[O-])c1	4%
Cc1c(C2(c3c(C)n(C)n(-c4ccccc4)c3=O)C(=O)N(C)c3ccc([N+](=O)[O-])cc32)c(=O)n(-c2ccccc2)n1C	8%
O=C(NC(=S)Nc1ccc(Cl)cc1F)c1ccco1	15%
CCOC(=O)C1=C(C)N=c2s/c(=C\c3ccc(O)c(OCC)c3)c(=O)n2C1c1ccc2c(c1)OCO2 (stereo not drawn)	17%
CCOc1ccc(C(=O)Nc2ccc(Br)cn2)cc1	2%
COc1ccc(OCC(=O)Nc2ccc(-c3nc4cc(C)cc(C)c4o3)cc2)cc1	10%

2 entries from above, as a markdown table.
| SMILES | RNase H inhibition |
| --- | --- |
| CC(=O)C1=C(O)C(=O)N(CCN(C)C)C1c1ccccc1 (stereo not drawn) | 0% |
| COc1ccc(CN2CCN(c3cccc(C)c3C)CC2)c(OC)c1C | 13% |

Returning to the listing; the two compounds before the break are reprinted first.
SMILES	RNase H inhibition
CCOc1ccc(C(=O)Nc2ccc(Br)cn2)cc1	2%
COc1ccc(OCC(=O)Nc2ccc(-c3nc4cc(C)cc(C)c4o3)cc2)cc1	10%
O=C1NC(=O)N(c2ccc(Br)cc2)C(=O)/C1=C/c1cccs1	6%
CCOc1ccc(N2C(=O)CC(NCC(=O)OC)C2=O)cc1 (stereo not drawn)	4%
CCCC(C)C(=O)Nc1cc(C(F)(F)F)ccc1Cl (stereo not drawn)	9%
COc1ccccc1OCCOc1ccc(I)cc1	7%
COc1ccc(S(=O)(=O)N(CC(=O)NCCSCc2ccc(C)cc2)c2ccc(C)cc2)cc1OC	20%
Nc1nnc(CSc2ccccc2)s1	23%
CC(=O)Nc1nc(-c2ccc(Cl)cc2)cs1	17%
CC(C)c1ccc(CNC(=O)CSc2nc3ccccc3s2)cc1	13%
Clc1ccc(/C=N/Nc2nnc3c(n2)[nH]c2ccccc23)cc1	0%
O=c1sc(/C=C2/C=Nc3ccccc32)c(O)n1-c1ccccc1	7%
O=C1CC(c2ccccc2)CC2=C1C(c1ccccc1)Nc1ccc(C(=O)c3ccccc3)cc1N2 (stereo not drawn)	22%
CC1(C)CC(=O)C2=C(C1)c1c(ccc3ccccc13)NC2c1ccccc1F (stereo not drawn)	13%
Cc1cc(C)c2oc(-c3ccc(C)c(NC(=O)c4cccs4)c3)nc2c1	15%
O=C(NCCCNC(=O)c1cncc(Br)c1)c1cncc(Br)c1	5%
CC[n+]1c(/C=C/C=C/C=C/N(C(C)=O)c2ccccc2)sc2ccc3ccccc3c21	19%

Look-ups from the entries so far:
Reading for CC1(C)CC(=O)C2=C(C1)c1c(ccc3ccccc13)NC2c1ccccc1F (stereo not drawn) in RNase H inhibition: 13%
Reading for COc1ccc(S(=O)(=O)N(CC(=O)NCCSCc2ccc(C)cc2)c2ccc(C)cc2)cc1OC in RNase H inhibition: 20%
Reading for Nc1nnc(CSc2ccccc2)s1 in RNase H inhibition: 23%
Reading for Clc1ccc(/C=N/Nc2nnc3c(n2)[nH]c2ccccc23)cc1 in RNase H inhibition: 0%
Reading for COc1ccccc1OCCOc1ccc(I)cc1 in RNase H inhibition: 7%
Reading for O=C1NC(=O)N(c2ccc(Br)cc2)C(=O)/C1=C/c1cccs1 in RNase H inhibition: 6%
Reading for Cc1cc(C)c2oc(-c3ccc(C)c(NC(=O)c4cccs4)c3)nc2c1 in RNase H inhibition: 15%

Molecules from the list above that contain a nitro group on carbon, in the order listed:
SMILES	RNase H inhibition
COc1cc(/C=C2/C(=O)NC(=S)N(c3ccccc3)C2=O)ccc1OCc1ccc([N+](=O)[O-])cc1	0%
CC(C)C(=O)NC(c1cccc([N+](=O)[O-])c1)c1c(O)ccc2ccccc12 (stereo not drawn)	15%
O=C(/C=C/c1ccccc1Cl)Nc1ccccc1[N+](=O)[O-]	0%
O=[N+]([O-])c1ccc(Cl)cc1NCCOc1cccc2ccccc12	14%
COc1ccc(-n2c(/C=C/N(C)C)c([N+](=O)[O-])c3ccc(OC(C)=O)c(COC(C)=O)c32)cc1	0%
COCc1c(-c2ccccc2)c2cc([N+](=O)[O-])ccc2n1C	18%
CN(C(=O)c1ccc([N+](=O)[O-])cc1)c1ccccc1	0%
Cc1cc(Cl)cc(Cl)c1OCC(=O)N1CCN(c2ccc([N+](=O)[O-])cc2)CC1	17%
Cc1ccc([N+](=O)[O-])cc1N=Cc1cccc(Cl)c1	0%
O=C(CSc1nc2ccccc2s1)OCC(=O)c1cccc([N+](=O)[O-])c1	4%
Cc1c(C2(c3c(C)n(C)n(-c4ccccc4)c3=O)C(=O)N(C)c3ccc([N+](=O)[O-])cc32)c(=O)n(-c2ccccc2)n1C	8%

(next part)
SMILES	RNase H inhibition
Cn1c(/N=C/c2ccccc2[N+](=O)[O-])nc2ccccc21	0%
C/C(=C\C(=O)c1ccccc1)Nc1ccc(Br)c(C)c1	5%
COc1ccc(CN2CCN(Cc3ccccc3[N+](=O)[O-])CC2)c(OC)c1	3%
N=C1/C(=C/c2ccc(-c3ccc(F)c(Cl)c3)o2)C(=O)N=C2SC(c3ccccc3)=NN12	16%
COC(=O)C(=C/C=C/N1CCOCC1)C(=O)OC	5%
Cc1c(N2C(=O)CS/C2=N\N=C\c2ccc(Br)cc2)c(=O)n(-c2ccccc2)n1C	3%
CN(C)c1ccc(/C=C(\NC(=O)c2ccccc2)C(=O)Nc2ccc(Br)cc2)cc1	28%
CCc1ccc2oc(-c3ccc(C)c(NC(=S)NC(=O)c4ccc(C)cc4)c3)nc2c1	17%
COc1ccc([N+](=O)[O-])cc1NS(=O)(=O)c1cc(Cl)ccc1Cl	28%
Cc1ccccc1N1OC2C(=O)N(Cc3ccccc3)C(=O)C2C1c1ccc(F)cc1 (stereo not drawn)	16%
COc1ccc2c(c1OC)C(=O)OC2Nc1ccc(C(C)=O)cc1 (stereo not drawn)	4%
O=C(COC(=O)c1cccc(C#Cc2ccccc2)c1)c1ccc(Br)cc1	14%
CC1=C(C(=O)Nc2ccc(Cl)cc2)C(c2ccc(Cl)cc2)NC(=O)N1 (stereo not drawn)	2%
O=C(Nc1ccc2c(c1)OCCO2)c1ccc(Cl)c([N+](=O)[O-])c1	14%
COc1ccc(/C=C/C(=O)N(C(C)C)C(C)C)cc1Br	11%
CCC(C(=O)Nc1cccc([N+](=O)[O-])c1)c1ccccc1 (stereo not drawn)	16%
Cc1cccc(NC(=S)N/N=C/c2sccc2C)c1	4%
O=C(CSC1CC(=O)N(Cc2ccccc2)C1=O)Nc1ccccc1 (stereo not drawn)	0%
Nc1ccc(Br)cc1/C(=N/O)c1ccccc1	15%
CCOc1ccc(N=C2NC(=O)/C(=C/c3ccc(I)o3)S2)cc1	14%
Cc1ccc(-c2nc3ccccc3c(C(=O)OCC(=O)c3ccccc3)c2C)cc1	12%
CCOc1cc(/C=C2/SC(=S)N(C)C2=O)ccc1OC(=O)c1ccc(C)cc1	4%
COc1ccc(Cl)cc1NC(=O)C1=C(C)NC(=S)NC1c1ccc(OC)c(OC)c1 (stereo not drawn)	0%
CCn1c2ccccc2c2cc(CN3CCNCC3)ccc21	9%
O=C1NC(=S)N/C1=C\c1ccc(-c2cc([N+](=O)[O-])ccc2Br)o1	50%*
O=C(Nc1c(F)c(F)c(F)c(F)c1F)c1ccco1	7%
Cc1ccccc1OCc1nc(-c2ccc(Cl)cc2)no1	16%
O=C(COc1ccc(Br)cc1)Nc1ccc(Cc2ccncc2)cc1	9%
N#CC(C#N)=NNc1cccc2c(S(=O)(=O)O)cccc12	0%
C=CCN1C(=O)/C(=C\c2cccc(OC)c2)SC1=Nc1ccccc1	36%
Cc1cccc2[nH]c(SCc3ccccc3F)nc12	7%
COc1ccccc1NC(=O)C1=C(C)NC(=O)NC1c1ccc(Cl)cc1Cl (stereo not drawn)	4%
Cc1nc(Nc2ccc(C(N)=O)cc2)nc(Nc2ccc(C(N)=O)cc2)c1[N+](=O)[O-]	10%
CCc1c(C)nc2c(Br)cccc2c1SCC(=O)O	0%
CC12c3ccccc3C(c3ccccc31)C1C(=O)N(c3ccccn3)C(=O)C12 (stereo not drawn)	0%
COc1ccc(C(=O)Nc2ccccc2-c2ccccc2)cc1	2%
CC(C)(C)c1cc(CCC(=O)NNC(=O)c2ccccc2)cc(C(C)(C)C)c1O	7%
Cc1ccc(C(=O)Nc2cccc(Br)c2)cc1[N+](=O)[O-]	3%
CC1CCCN(S(=O)(=O)c2ccc(Cl)cc2)C1 (stereo not drawn)	0%
CC1(C)Oc2ccc3ccc(=O)oc3c2CC1O (stereo not drawn)	0%
O=C(c1ccc(C#Cc2ccccc2)cc1)N1CCN(C/C=C/c2ccccc2)CC1	17%
CCOc1cc(/C=C(/C(=O)c2ccc(C)cc2)c2nc3ccccc3o2)ccc1O	0%
CC(C)CC(=O)NC(NC(=O)CC(C)C)c1ccc(Br)cc1	5%
C=CCc1c(C)nc2cc(-c3ccc(Br)cc3)[nH]n2c1=O	9%
COc1cc(Br)c(Nc2nc(-c3cccnc3)cs2)c(Br)c1	17%
Cc1ccc(-c2nc3c(c(-c4ccc(C)cc4)n2)CCCC3)cc1	13%
Cc1ccc(N2C(=O)C3CC=C(c4ccccc4)CC3C2=O)cc1 (stereo not drawn)	9%
Cc1ccnc(NC(=O)C(c2ccccc2)c2ccccc2)c1	6%
